Source: PubChem BioAssay (NMMLSC)
Avidin fluor: avidin bead compound fluorescence profile. Avidin beads, compound fluorescence 488/530 nm, flow cytometry; active compounds read high. 0.38% of 220,000 active. fluorescence (KMESF) at 10 µM; in the data active = fluorescence above about 47; also: inactives centre near 10
Bim-Bcl-B: disrupts Bim peptide binding to human Bcl-B | Q9HD36 | bead-based flow cytometry | inhibition, % at 10 µM | 0.073% of 190,000 active | AID 951;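 also: 0% = tracer peptide without compound and 100% = reference inhibitor peptide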
Target sequence (Q9HD36 whole entry, looked up): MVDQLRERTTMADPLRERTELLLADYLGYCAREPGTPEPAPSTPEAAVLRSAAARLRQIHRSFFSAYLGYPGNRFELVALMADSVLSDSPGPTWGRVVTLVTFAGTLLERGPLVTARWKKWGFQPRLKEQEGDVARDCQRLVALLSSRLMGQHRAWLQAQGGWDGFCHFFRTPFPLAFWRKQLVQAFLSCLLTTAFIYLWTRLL
Bim-Bcl-XL: disrupts Bim peptide binding to human Bcl-XL; Q07817; bead flow cytometry, fluorescence; inhibition, % at 10 µM; 0.04% of 190,000 active
Target sequence (Q07817 whole entry, looked up): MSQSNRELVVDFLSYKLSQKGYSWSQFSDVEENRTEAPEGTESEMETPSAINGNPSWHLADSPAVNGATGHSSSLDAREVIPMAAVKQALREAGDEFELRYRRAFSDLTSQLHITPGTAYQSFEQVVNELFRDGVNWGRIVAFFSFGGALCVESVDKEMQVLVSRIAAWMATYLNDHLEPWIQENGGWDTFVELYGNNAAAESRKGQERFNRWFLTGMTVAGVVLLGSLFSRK
Bfl-1 Bim block: inhibitors of Bim-Bfl-1 interaction, human. Bead-based flow cytometry, Bim-Bfl-1 binding inhibition. AID 1008. 0.12% of 190,000 active. Q16548. inhibition, % at 10 µM;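 also: 0% = wells without compound plus tracer and 100% = blocker peptide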
GSH bead fluor: compound fluoresces at 488/530 nm on GSH beads; GSH beads flow cytometry, compound fluorescence 488/530 nm; active compounds read high; fluorescence (KMESF) at 10 µM; 0.25% of 190,000 active; AID 1776; in the data active = fluorescence above about 89;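 also: glutathione beads carrying GST-tagged Bcl family fusion proteins plus one bare bead set; values are compound well signal with DMSO vehicle wells as background; inactives centre near 16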
RGS7-Gao reg: regulators of human RGS7-Galphao interaction; P09471; Multiplexed bead flow cytometry, RGS7-Galphao binding; actives lie on both sides; binding response (% of control), % at 10 µM; 0.35% of 220,000 active; AID 1439; in the data active = binding response below about 49% or above about 150%; inconclusive = no clear call, values can overlap the other calls; inactive = in between;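 also: fluorescent Galphao held in activated GDP-AlF4 state binding bead-coupled RGS7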
Target sequence (P09471 whole entry, looked up): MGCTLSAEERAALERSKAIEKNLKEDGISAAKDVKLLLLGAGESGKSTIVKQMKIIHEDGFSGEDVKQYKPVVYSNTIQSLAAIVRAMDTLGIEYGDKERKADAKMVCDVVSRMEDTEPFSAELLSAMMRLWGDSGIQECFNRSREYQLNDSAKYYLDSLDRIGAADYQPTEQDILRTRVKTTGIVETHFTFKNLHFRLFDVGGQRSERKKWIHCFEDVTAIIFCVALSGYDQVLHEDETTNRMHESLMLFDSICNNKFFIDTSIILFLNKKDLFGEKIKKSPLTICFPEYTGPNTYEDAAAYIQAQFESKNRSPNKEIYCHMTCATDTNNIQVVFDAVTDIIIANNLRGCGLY
ABCB1 inh: human ABCB1 inhibition, ABCG2 as counter-screen; P08183; CCRF-Adr cells, JC-1 efflux, flow cytometry; inhibition, % at 6.6 µM; 0.067% of 190,000 active; in the data active = inhibition above about 40%;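 also: 0% = vehicle and 100% = reference inhibitor; higher value means more JC-1 retained so stronger ABCB1 efflux block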
ABCG2 inh: human ABCG2 inhibition, ABCB1 as counter-screen; inhibition, % at 6.6 µM; IgMXP3 cells, JC-1 efflux, flow cytometry; 0.1% of 190,000 active; Q9UNQ0;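 active = inhibition above 80%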;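 also: 0% = DMSO and 100% = nicardipine control wells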
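Assay system – ABCG2 IgMXP3 and barcoded ABCB1 CCRF-Adr cell mix · Input – 3 million cells/mL in well · Reagent – JC-1 fluorescent substrate · Compound – single test compound dose, 6.6 µM final · Timing – 10 min exposure at 25 °C with rotation, no wash · Detection – flow cytometry of retained JC-1 fluorescence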
Bcl-2 Bim block: disrupts Bim peptide binding to human Bcl-2. Bead-based flow cytometry, Bim peptide-Bcl-2 binding. 0.06% of 190,000 active. inhibition, % at 10 µM. P10415; in the data active = inhibition above about 40%; inconclusive = no clear call, values can overlap the other calls;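 also: 0% = no compound wells with probe peptide and 100% = reference peptide inhibitor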
RGS4-Gao reg: modulates binding of RGS4 to human Galphao; P09471; binding response (% of control), % at 10 µM; 0.33% of 220,000 active; AID 1415; Multiplexed bead flow cytometry; actives lie on both sides; in the data active = binding response below about 49% or above about 150%; inactive = in between;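 also: fluorescent Galphao activated with aluminum fluoride binding bead-coupled RGS4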
Bim-Bcl-W: inhibitors of Bim-Bcl-W interaction, human | bead-based flow cytometry, Bim peptide-Bcl-W binding | inhibition, % at 10 µM | 0.02% of 190,000 active | AID 952;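 also: 0% = bound tracer without compound and 100% = peptide blocker; higher means less fluorescent Bim peptide bound to Bcl-W beads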
Target sequence (Q92843 whole entry, looked up): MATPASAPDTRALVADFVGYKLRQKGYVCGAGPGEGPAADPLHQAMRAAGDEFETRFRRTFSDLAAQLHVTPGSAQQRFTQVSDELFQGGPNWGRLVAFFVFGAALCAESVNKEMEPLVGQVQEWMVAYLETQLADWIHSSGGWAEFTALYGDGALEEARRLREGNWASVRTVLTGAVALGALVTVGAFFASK
An asterisk follows results filed as active; ? = inconclusive. Rule as the data show it, unless noted: active = inhibition above about 40%.

SMILES	Avidin fluor	Bim-Bcl-B	Bim-Bcl-XL	Bfl-1 Bim block	GSH bead fluor	RGS7-Gao reg	ABCB1 inh	ABCG2 inh	Bcl-2 Bim block	RGS4-Gao reg	Bim-Bcl-W
CCOc1ccccc1N(CC(=O)NCC1CCCO1)C(=O)CNS(=O)(=O)c1ccccc1 (stereo unspecified)	8	-3	-6	-2	20	99	0.0	0	-4	103	0
CC(=O)Nc1ccc(S(=O)(=O)N2CCC(NC(=O)c3ccco3)CC2)cc1	14	-5	-6	-9	26	98	0.6	4	-7	99	0
O=C(O)CNC(=O)CC1S/C(=N/N=C/c2ccccc2O)NC1=O (stereo unspecified)	25	-8	-3	-9	8	106	0.1	1	-3	108	-2
COc1ccc(C/C(C)=N/NC(=S)Nc2ccccc2F)cc1	11	-20	-4	-3	18	101	0.4	3	-1	102	0
Cc1ccc(S(=O)(=O)/C(C#N)=C/c2c(N3CCC(C(N)=O)CC3)nc3ccccn3c2=O)cc1	14	-9	-6	-14	33	104	-0.2	5	-7	104	1
COc1ccc(CN(C)C2c3ccccc3-c3ccccc32)cc1	6	0	-7	-9	16	109	1.4	13	-6	114	-3
O=C(COC(=O)C1CCCCC1)NCCc1ccccc1	12	-9	-10	-13	19	97	0.2	1	-9	101	-4
CCOC(=O)C1CCCN(C2CC(=O)N(c3cccc(C(F)(F)F)c3)C2=O)C1 (stereo unspecified)	12	5	0	5	42	97	0.6	4	3	98	1
COc1ccc(-c2nc(CS(=O)CC(=O)NCc3ccc(Cl)cc3)c(C)o2)cc1 (stereo unspecified)	26	-11	-10	-6	17	98	0.9	7	-4	95	-7
Fc1ccccc1N1CCN(Cc2cnc(Cl)s2)CC1	12	1	4	-3	14	111	0.3	5	-1	95	0
Cc1ccc(S(=O)(=O)Nc2nc3ccccc3nc2NCc2ccco2)cc1C	7	-6	-3	-8	15	97	-0.2	-28	-4	95	3
Cc1ccc(CNC(=O)CSc2c3c(nc4cc(Cl)ccc24)CCCC3)o1	33	-4	2	1	11	99	3.1	5	-2	99	0
CC(C)[C@H](NC(=O)c1ccc(Cl)c([N+](=O)[O-])c1)C(=O)NCc1ccc(F)cc1	12	-9	-7	-11	18	94	0.5	3	-6	95	-3
CC(C)C1CC(C(F)(F)F)n2nc(C(=O)O)cc2N1 (stereo unspecified)	11	-2	1	-5	10	104	1.6	12	-2	100	-2
COCC(C)n1c(C)cc(C(=O)COC(=O)c2oc3ccccc3c2C)c1C (stereo unspecified)	14	2	1	1	15	87	1.0	8	-1	81	0

An excerpt from above in order of heavy-atom count, highest first.
SMILES	Avidin fluor	Bim-Bcl-B	Bim-Bcl-XL	Bfl-1 Bim block	GSH bead fluor	RGS7-Gao reg	ABCB1 inh	ABCG2 inh	Bcl-2 Bim block	RGS4-Gao reg	Bim-Bcl-W
CCOc1ccccc1N(CC(=O)NCC1CCCO1)C(=O)CNS(=O)(=O)c1ccccc1 (stereo unspecified)	8	-3	-6	-2	20	99	0.0	0	-4	103	0
COc1ccc(-c2nc(CS(=O)CC(=O)NCc3ccc(Cl)cc3)c(C)o2)cc1 (stereo unspecified)	26	-11	-10	-6	17	98	0.9	7	-4	95	-7
CCOC(=O)C1CCCN(C2CC(=O)N(c3cccc(C(F)(F)F)c3)C2=O)C1 (stereo unspecified)	12	5	0	5	42	97	0.6	4	3	98	1
COc1ccc(C/C(C)=N/NC(=S)Nc2ccccc2F)cc1	11	-20	-4	-3	18	101	0.4	3	-1	102	0

Further compounds follow.
SMILES	Avidin fluor	Bim-Bcl-B	Bim-Bcl-XL	Bfl-1 Bim block	GSH bead fluor	RGS7-Gao reg	ABCB1 inh	ABCG2 inh	Bcl-2 Bim block	RGS4-Gao reg	Bim-Bcl-W
O=c1c2c(-c3cccs3)csc2ncn1-n1cccc1	29	-3	-2	0	18	100	0.1	1	-2	100	-1
CC12CCC(C(=O)Nc3ccccc3)(C/C1=N\O)C2(C)C (stereo unspecified)	12	-8	-4	-11	27	100	0.9	3	-8	104	-4
O=c1c2oc3ccccc3c2ncn1Cc1cccc(Cl)c1	8	0	-1	-4	14	98	-1.0	21	-2	98	1
COc1cc(/C=N/Nc2ccc(F)cc2F)cc(OC)c1O	6	11	12	8	8	98	-0.8	-4	9	101	9
Cc1cc(C(F)(F)F)nn1-c1nc(-c2ccco2)cc(C(F)(F)F)n1	18	2	0	2	20	95	0.4	4	0	97	3
Cc1ccc(CNC(=O)COC(=O)c2cc3c(s2)CCC(C)C3)cc1 (stereo unspecified)	10	5	0	6	9	101	-0.6	-3	3	95	0
CSc1ccccc1COC(=O)Nc1ccccc1C	10	1	1	0	18	97	0.5	6	0	98	-1
CN(C)CCN(Cc1ccccc1)c1ccnc(N(C)C)c1C#N	12	0	0	-3	14	97	0.4	1	-4	101	-2
Cc1nn(-c2ccccc2)c(Cl)c1C(=O)NCCCCNC(=O)c1c(C)nn(-c2ccccc2)c1Cl	6	-1	-4	-2	10	101	1.5	6	0	98	-5
CCn1c(=O)n(CC)c2cc(S(=O)(=O)N3CCCCC3)c(C)cc21	7	-3	-13	-9	57	100	0.3	0	-6	100	2
CC(C)(C)c1nc(NC(=O)Nc2ccccc2)sc1Br	9	0	0	4	13	?	-0.4	7	3	101	-2
O=c1[nH]c2c(c(=O)n1Cc1ccccc1)CCC2	11	-7	-2	-6	11	106	0.6	4	-8	101	1
COc1ccc(N2CC(C(=O)Nc3nnc(SCC(=O)c4ccccc4)s3)CC2=O)cc1 (stereo unspecified)	8	17	20	15	5	95	-0.9	-4	16	94	18
O=C(CSc1nnc2ccccn12)c1ccccc1	5	-1	0	-2	24	108	0.5	2	-3	108	-1
CS/C(N)=N/N=C/c1ccc([N+](=O)[O-])cc1	3	-4	-3	-10	25	106	0.0	0	-2	102	2
CSc1ncc(Cl)c(C(=O)Nc2sc3c(c2C(=O)NCc2ccco2)CCCC3)n1	17	-4	-5	-10	24	94	1.4	30	-5	94	1
Cc1cccnc1NC1(C(F)(F)F)N=C2SCCN2C1=O (stereo unspecified)	3	-2	-4	-4	10	106	0.2	0	-5	106	-2
Cc1ccc(NCc2ccco2)cc1C	11	-5	-8	-5	11	104	0.9	1	-3	102	-3
CCN(C(=O)c1ccc2c(Cl)c3c(nc2c1)CCC3)c1ccc(C)c(C)c1	7	-7	-5	-2	11	100	5.6	24	1	100	-3
c1ccc(-c2noc(CSc3nc4ccccc4o3)n2)cc1	14	-13	-11	-29	31	100	-0.2	1	-8	98	-5
CSc1nc2ccc3nc(NC(=O)c4ccccc4)sc3c2s1	7	-7	-2	-6	24	95	-1.1	-2	-4	102	-1
O=C(CCNC(=O)c1ccc(Br)o1)NCc1ccc(Cl)cc1	24	-6	-4	1	14	102	0.1	1	-2	100	-5
Cn1c(CCNC(=O)c2ccc(Cl)cc2)n[nH]c1=S	19	-3	-2	1	10	106	-0.1	1	3	106	-2
CC(C)C1=NN(C(=O)c2ccccc2)C(O)(C(C)(C)C)C1 (stereo unspecified)	14	-11	-6	-17	36	102	0.5	2	-9	105	0
COc1ccc(C2N(c3ccc(OC)cc3)C(=O)C3CCCN32)cc1 (stereo unspecified)	7	-3	-1	-6	22	88	0.1	0	-6	89	1
C/C(=N\Nc1ccccn1)c1cccs1	13	4	0	4	12	?	0.6	18	0	107	2
CN(C)S(=O)(=O)Oc1ccc(C(=O)Nc2cccc(Cl)c2)cc1	10	-1	-2	-5	16	103	0.1	9	-3	103	-3
CN(C)c1nc(Cl)cc(N2CCOCC2)n1	11	-9	-5	-16	36	92	0.4	4	-5	92	-1
COc1ccc(NCc2nnc(SCC#N)n2-c2ccccc2OC)cc1	8	-10	7	-10	36	105	0.7	2	-10	99	0
O=C(Cc1ccccc1)Nc1ccc(NC(=O)c2ccco2)nc1	22	0	-4	-2	11	102	0.4	3	-1	100	1
O=C(Nc1cccnc1)c1noc2c1CCCCC2	12	-3	-4	-1	25	101	1.0	5	0	101	-1
COc1ccc(Cl)cc1NC(=O)Nc1cccc([N+](=O)[O-])c1C	13	-5	-1	-15	21	100	0.1	2	-13	100	0
NS(=O)(=O)c1ccc(NC(=O)COC(=O)c2ccco2)cc1	13	-1	-1	-5	13	?	2.1	10	-2	101	0
Cc1cc(Nc2ccc(F)c(Cl)c2)n2nc(C)nc2n1	7	-7	-7	-4	13	98	0.1	10	-1	99	-4
O=C(Cc1ccccc1)N1CCNCC1	12	-6	-4	-7	16	101	0.4	1	-5	100	-7
Cc1ccccc1N(C(=O)c1csnn1)C(C(=O)NC(C)(C)C)c1cccs1 (stereo unspecified)	10	5	-1	4	12	102	-0.8	10	-2	101	-1
CCOC(=O)c1c(NC(=O)CSc2ncnc3ccccc23)sc(C(C)=O)c1C	9	-4	-4	2	2	98	42*	40	1	93	-2
CCCc1cc(Nc2cccc(OCC)c2)n2ncnc2n1	13	-5	0	-14	43	95	-0.9	9	-8	97	1
Cc1oc(C)c2c(=O)ccc3c(c12)OC(N)=C(C#N)C3c1ccc(F)cc1 (stereo unspecified)	12	-3	-3	4	8	111	0.6	3	0	122	1
Cc1cnc(C)c(N2CCN(Cc3nc(-c4ccccc4)no3)CC2)n1	10	0	0	-4	10	105	0.1	1	0	101	5
CC1CCN(CCCCOc2ccc(C(=O)c3ccccc3)cc2)CC1	18	2	-1	-2	11	83	1.0	1	0	92	-2
CN1CCC(OC(=O)c2ccco2)CC1	5	0	0	0	9	93	0.4	4	1	100	1
COc1ccc(NC(=O)OC(CN2CCCCC2)C(F)(F)F)cc1 (stereo unspecified)	4	-3	0	-2	25	103	0.0	0	-2	103	-2
COCc1c(Br)c(C)nc(OCC(=O)N/N=C/c2cc(C)n(-c3ccc([N+](=O)[O-])cc3)c2C)c1C#N	8	-10	-8	-10	11	98	0.9	21	-7	102	-7
CS(=O)(=O)Nc1ccc(C(=O)Nc2ccccc2Sc2ccccc2)cc1	16	-8	-7	-20	10	103	0.1	2	-17	104	-4
Nc1nc(NCc2ccco2)nn1-c1ccccc1	21	-1	-3	-4	12	100	-0.6	-3	-2	100	-3
CC1(C)C2CCC1(CS(=O)(=O)Nc1ccc(S(=O)(=O)N3CCCCC3)cc1)C(=O)C2 (stereo unspecified)	21	-11	-9	-7	11	92	-0.3	-10	-7	96	-3
CCCCCC(=O)Oc1cccc(N2C(=O)C3CCCCC3C2=O)c1 (stereo unspecified)	13	-3	-3	-5	12	103	1.0	1	-1	105	0
COc1cc(C)nc(NC(=O)COc2ccc(Cl)cc2C)n1	4	-3	-1	-1	51	106	0.3	3	-1	105	0
CCC(=O)Nc1nc(C)c(-c2csc(Nc3ccc(S(=O)(=O)Nc4cc(C)on4)cc3)n2)s1	5	0	-5	2	24	105	-5.5	-8	7	103	1
O=C(NC1CCCc2ccccc21)C1CCN(S(=O)(=O)c2cccc3nsnc23)CC1 (stereo unspecified)	6	-5	1	-5	41	97	0.7	4	-5	103	6
O/N=C(\c1ccc(Cl)cc1Cl)c1ncc(C(F)(F)F)cc1Cl	9	-6	-3	-10	13	100	0.2	0	-7	98	-1
CC(C)CC(c1nnnn1CC1CCCO1)N1CCN(c2nc3ccccc3s2)CC1 (stereo unspecified)	25	-2	-1	-11	21	101	4.1	10	-8	98	1
Cc1ccc(NC(=S)NNc2ncc(C(F)(F)F)cc2Cl)cc1	5	-10	-6	-4	15	98	-1.2	-9	-6	100	-8

The order is random. About 1.3% of those tested had a hit in this group.
